# Screens (PubChem BioAssay)
# Kir21 inh = inhibitors of mouse Kir2.1 inward-rectifier potassium channel; AID 1672, 2009; 310,000 tested, 0.85% active; Inward rectifier potassium channel 2 (Mus musculus), P35561; HEK293-Kir2.1, FluxOR thallium flux fluorescence; hits give low values; B-score at 10 µM;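 active = fluorescence ratio B-score at or below minus 3 SD of library scores, with starting-brightness B-score within 2 SD, cut at about -4.2 in these data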;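 note: channel flux triggered by added potassium and thallium sulfate stimulus; B-score of peak minus minimum fluorescence over baseline after thallium stimulus; more negative B-score means stronger Kir2.1 block with less thallium influx; some compounds called inactive have numbers as strong as hits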
# KCNQ2 inh = KCNQ2 potassium channel inhibitors, primary screen, cell-based, CHO-K1, FluxOR thallium flux, B-score (AID 2156); Potassium voltage-gated channel subfamily KQT member 2 (Rattus norvegicus), O88943; 20 min; hits give low values; B-score at 10 µM; 310,000 tested, 1.1% active;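 active = fluorescence ratio B-score at most minus 3 library SDs, with starting brightness B-score within 2 library SDs, cut at about -5.5 in these data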
# Target sequence (O88943 whole entry, looked up): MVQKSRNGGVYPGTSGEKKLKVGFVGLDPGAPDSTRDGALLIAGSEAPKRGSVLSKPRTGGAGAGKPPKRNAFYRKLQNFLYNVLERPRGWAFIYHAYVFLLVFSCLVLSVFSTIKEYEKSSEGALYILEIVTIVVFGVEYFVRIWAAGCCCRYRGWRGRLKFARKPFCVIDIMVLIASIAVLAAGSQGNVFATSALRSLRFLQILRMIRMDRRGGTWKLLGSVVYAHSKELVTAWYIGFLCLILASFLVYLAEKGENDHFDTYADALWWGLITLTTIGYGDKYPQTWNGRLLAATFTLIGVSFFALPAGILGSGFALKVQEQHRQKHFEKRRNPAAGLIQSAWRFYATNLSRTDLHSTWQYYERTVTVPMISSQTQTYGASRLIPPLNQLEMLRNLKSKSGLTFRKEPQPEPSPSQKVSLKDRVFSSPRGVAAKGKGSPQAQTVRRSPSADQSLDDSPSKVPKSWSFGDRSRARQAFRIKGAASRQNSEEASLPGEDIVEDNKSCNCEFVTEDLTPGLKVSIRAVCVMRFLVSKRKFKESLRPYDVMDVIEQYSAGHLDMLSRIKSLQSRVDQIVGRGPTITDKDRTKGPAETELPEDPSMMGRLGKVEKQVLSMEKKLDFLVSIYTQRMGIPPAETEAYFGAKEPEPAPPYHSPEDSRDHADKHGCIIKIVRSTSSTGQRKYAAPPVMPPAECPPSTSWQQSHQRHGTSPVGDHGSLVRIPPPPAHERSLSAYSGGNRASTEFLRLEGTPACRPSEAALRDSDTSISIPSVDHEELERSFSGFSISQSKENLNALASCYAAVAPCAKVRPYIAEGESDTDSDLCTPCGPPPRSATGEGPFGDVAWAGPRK
# Starred values were filed as active, the others as inactive; i = inactive.
Kir21 inh	KCNQ2 inh	compound
-0.45	i	COC(=O)CSc1nnc([C@H](CC(C)C)NC(=O)OC(C)(C)C)o1
2	i	Cc1ccc(-c2cc(C(=O)O)n[nH]2)s1
-0.08	i	O=C(N/N=C/c1ccc(O)cc1)c1ccc(COc2cc(Cl)ccc2Cl)o1
-3.2	i	Cc1cccc(-n2c(CNC(=O)c3ccc(S(=O)(=O)N(C)C)cc3)nnc2SCC(=O)Nc2ccc(F)cc2)c1
0.11	i	O=C(O)CSc1cccc[n+]1[O-]
1.3	-11*	CCCn1c(=O)c(C(=O)NC(C)c2ccccc2)c(O)c2ccccc21 (stereo not drawn)
-0.34	i	CCCOC(=O)c1ccc(NC(=O)c2nc3nc(C)cc(C)n3n2)cc1
0.58	i	CC1=NNC(=O)C1CCC(=O)N/N=C(\C)c1ccc(Cl)cc1 (stereo not drawn)
-0.48	i	Cc1ccc(-n2nnnc2Sc2nc([N+](=O)[O-])nn2C)c(C)c1
-0.95	i	CCc1ccc(CN2CCSCC2)cc1
0.26	i	CC(C)(C)OC(=O)[C@H](Cc1ccccc1)NC(=O)c1nc[nH]c1C(=O)NCc1ccccc1
0.55	i	Cc1cc([N+](=O)[O-])nn1CCCC(=O)Nc1sc2c(c1C(N)=O)CCCC2
-1.6	i	COC(=O)c1ccc(CNC(=O)CCc2c[nH]c3ccccc23)cc1
0.66	i	COCCCNC(=O)c1ccc2c(c1)ncn2-c1ccc(C)cc1C
0.51	i	Cc1cc(C(=O)Nc2cccnc2)on1
-0.62	i	CCOc1ccc(C2Sc3ccccc3NC3=C2C(=O)OC3)cc1 (stereo not drawn)
0.72	i	COc1ccc(NC(=O)C2CCCN(S(=O)(=O)c3ccc(C)cc3)C2)cc1OC (stereo not drawn)
-0.01	i	O=C(NCCc1csc(-c2cccnc2)n1)c1ccc(Br)o1
1.2	i	CCOC(=O)C(C(C)=O)C(c1ccc(OC)cc1)C(C(C)=O)C(=O)OCC (stereo not drawn)
-1.6	i	Cc1nnc(SCC(=O)Nc2nonc2C)s1
-0.83	i	O=C(O)CCCn1cc(NC(=O)COc2ccccc2)cn1
-0.93	i	Cc1ccn2c(=O)nc(SCC(=O)N3CCC(C)CC3)nc2c1
-0.84	i	CC1(C)C2CCC1(CS(=O)(=O)N1CCN(c3ccc(F)cc3)CC1)C(=O)C2 (stereo not drawn)
-0.29	i	S=C(Nc1ccc(Br)cc1Cl)NN1CCOCC1
-1	i	O=C(NCCSc1ccccc1)c1ccc(CN2CCOCC2)cc1
-2.4	i	COc1cccc(NC(=O)N2CCCC2C(=O)NCc2ccccc2)c1 (stereo not drawn)
1.6	i	O=C(COC(=O)c1cccc([N+](=O)[O-])c1)NCc1ccc2c(c1)OCO2
-5.8*	i	C=CCc1ccc(OCC(O)CN2CCc3ccccc3C2)c(OC)c1 (stereo not drawn)
1.6	i	CCOc1ccccc1NC(=O)CN1CCC(NC(=O)c2ccccc2C)CC1
-1.5	i	CCN(CC)CCOC(=O)c1ccc(NC(=O)CCCN2C(=O)S/C(=C/c3ccc(OC)cc3)C2=S)cc1
0.04	i	Cc1ccc(/C=N/n2c(C)nc3ccccc3c2=O)o1
0.18	i	Cc1ccc(S(=O)(=O)NCC(=O)N(CC(=O)NCC2CCCO2)Cc2ccco2)cc1 (stereo not drawn)
0.01	i	COc1ccc(CCC(C)Nc2ccccc2F)cc1 (stereo not drawn)
-2.2	i	CC(=O)N1N=C(c2ccccc2OC(=O)/C=C/c2ccccc2)CC1c1ccccc1 (stereo not drawn)
0.11	i	Cc1sc2ncnc(Sc3nnc4sc5ccccc5n34)c2c1C
-0.5	i	COc1ccc(Cc2nnc(N/N=C/c3ccc(Br)cc3)[nH]c2=O)cc1OC
0.96	i	CCCN(C(=O)c1cc2c(s1)CCC2)c1c(N)n(Cc2ccccc2)c(=O)[nH]c1=O
0.22	i	CCOc1ccc(OCCOCCN2CCCC2)cc1
1	i	CCn1nnc(-c2ccccc2NC(=O)c2cnccn2)n1
-0.52	i	C/C(N)=C(/C#N)C(=O)CSc1nnc(COc2cc(C)ccc2C)o1
-1.1	i	COc1ccc([C@@H](C)NC(=O)c2ccc3oc(C(C)C)nc3c2)cc1
-0.16	i	Cc1ccc(-n2ncc3c(=O)[nH]c(SCC(=O)N4CCCc5ccccc54)nc32)cc1
0.49	i	CC(C)(O)c1[nH]c2ccc(C#N)cc2c1C(C)(C)O
-0.53	i	CCn1nnnc1NCc1cccc(Cl)c1
-0.12	i	Cc1ccccc1C(=O)N/N=C/c1ccc(OCC(=O)N2CCCCC2)cc1
1.6	i	CC(=O)Nc1nonc1NC(=O)COc1ccccc1
-0.48	i	CCC(C)[C@H](NC(=O)C1CCN(C(=O)[C@H](Cc2ccccc2)NS(=O)(=O)c2ccc(C)cc2)CC1)C(=O)O (stereo partly drawn)
-0.8	i	CC1CCN(c2oc(-c3cccc4ccccc34)nc2C#N)CC1

# In the list so far, these have an aryl thioether with sulfur outside any ring:
Kir21 inh	KCNQ2 inh	compound
-0.45	i	COC(=O)CSc1nnc([C@H](CC(C)C)NC(=O)OC(C)(C)C)o1
-3.2	i	Cc1cccc(-n2c(CNC(=O)c3ccc(S(=O)(=O)N(C)C)cc3)nnc2SCC(=O)Nc2ccc(F)cc2)c1
0.11	i	O=C(O)CSc1cccc[n+]1[O-]
-0.48	i	Cc1ccc(-n2nnnc2Sc2nc([N+](=O)[O-])nn2C)c(C)c1
-1.6	i	Cc1nnc(SCC(=O)Nc2nonc2C)s1
-0.93	i	Cc1ccn2c(=O)nc(SCC(=O)N3CCC(C)CC3)nc2c1
-1	i	O=C(NCCSc1ccccc1)c1ccc(CN2CCOCC2)cc1
0.11	i	Cc1sc2ncnc(Sc3nnc4sc5ccccc5n34)c2c1C
-0.52	i	C/C(N)=C(/C#N)C(=O)CSc1nnc(COc2cc(C)ccc2C)o1
-0.16	i	Cc1ccc(-n2ncc3c(=O)[nH]c(SCC(=O)N4CCCc5ccccc54)nc32)cc1

# Later entries
Kir21 inh	KCNQ2 inh	compound
0.4	i	Cc1nc2ccc(NC(=O)N3CCCCC3)cc2nc1C
-1.7	i	CS(=O)(=O)c1ccc(Cl)c(NC(=O)COC(=O)COc2ccc3c(c2)CCC3)c1
0.1	i	O=C(NC(=O)c1ccccc1N1CCCCC1)Nc1ccc(Br)cc1
-0.21	i	COc1ccc(-c2coc3cc4oc(=O)c(CC(=O)O)c(C)c4cc23)cc1
0.31	i	COc1ccc(N2CCN(C(=O)CNC(=O)Cc3ccc(Cl)cc3)CC2)cc1
0.32	i	Cc1ccc(-c2c[n+](CC(=O)Nc3nc(-c4ccc(F)cc4)cs3)c3n2CCC3)cc1
-3.3	i	CCOC(=O)c1ccccc1NS(=O)(=O)c1c(C)nc2sccn2c1=O
0.42	i	Cc1ccccc1CS(=O)(=O)Cc1ccc(C(=O)NCCc2ccccc2)o1
-0.03	i	CCOC(=O)c1[nH]c(C)c(C(=O)NCc2ccc(OC)cc2)c1C
-0.48	i	Cc1ccc(-n2c(SCC(=O)Nc3ncc(Cl)cc3Cl)nc3ccccc32)cc1
-1.5	i	CC(C)c1nc(SCC(=O)N2CCCC2)c2ccccc2n1
-2.9	i	CC(C)=N/N=c1\scc(C)n1Cc1ccco1
-0.01	i	COc1ccc(N2CCN(C(=O)CCCn3c(=O)c4cccn4c4cccnc43)CC2)cc1
1.3	i	CC1(C)CC(=O)C2=C(C1)OC(/N=C/N1CCCC1)=C(C#N)C2c1ccccc1 (stereo not drawn)
0.33	i	CCCCn1c(N)c(N(CCOC)C(=O)c2ccc(S(=O)(=O)N3CCCCCC3)cc2)c(=O)[nH]c1=O
1.8	i	Cc1ccc2oc(=O)cc(/C=C/c3ccccc3)c2c1
0.48	i	CCOc1cc(C(=O)Nc2cccc(C(C)=O)c2)ccc1OCC(=O)N1CCCCC1
0.01	i	CCOc1ccc(/C=C/C(=O)CCC(=O)O)cc1
0.59	i	COc1ccc(C(=O)NC2CC(C)(C)Cc3c2cnn3-c2ccccc2)c(OC)c1 (stereo not drawn)
-0.7	i	O=C1c2ccccc2NC(c2ccccn2)N1NS(=O)(=O)c1ccccc1 (stereo not drawn)
-0.59	i	COc1ccc(NC(=O)[C@H](C)NC(=O)C2CCN(S(=O)(=O)c3ccc(OC)cc3)CC2)cc1
0.05	i	COc1ccc(OC)c(Nc2nc(N)c([N+](=O)[O-])c(NCc3ccccc3)n2)c1
-0.83	i	Fc1ccc(C2=NN(c3ccccc3)C(c3ccco3)C2)cc1 (stereo not drawn)
0.52	i	Cc1c(C(=O)O)sc2nc(/C=C/c3ccccc3OC(F)F)[nH]c(=O)c12
-2.3	i	CCOC(=O)C1CCN(C(=O)CC(C)S(=O)(=O)c2ccc3c(c2)NC(=O)CO3)CC1 (stereo not drawn)
0.17	i	COc1ccc(C(=O)NN2C(=O)C3C4C=CC(O4)C3C2=O)cc1 (stereo not drawn)
0.39	i	O=C(Nc1ccc(S(=O)(=O)Nc2nccs2)cc1)c1cc(=O)[nH]c2ccccc12
1.5	i	CC(C)N1CCN(CC2COc3ccccc3O2)CC1 (stereo not drawn)
2.2	i	CS(=O)(=O)N(CC(=O)N1CCN(c2ccccc2)CC1)c1ccccc1Cl
-0.81	i	CC(C)C(NC(=O)C12CC3CC(CC(C3)C1)C2)C(=O)N/N=C/C1=C(N2CCOCC2)C(=C\c2cccc([N+](=O)[O-])c2)/CC1 (stereo not drawn)
1	i	CC1=CC(C)(C)Nc2ccc(OC(=O)CN3C(=O)C4CCCCC4C3=O)cc21 (stereo not drawn)
-0.13	i	COCCn1c(=O)[nH]c2cc(C(=O)Nc3cccc(F)c3)ccc2c1=O
0.5	i	CCOC(=O)c1nnn(-c2ccccc2)c1C
0.04	i	CC(C)(C)NC(=O)NC(=O)CN1CCCCCCC1
-0.09	i	Cc1cc(Cl)ccc1OCC(=O)NNC(=O)C1CSC2(C)CCC(=O)N12 (stereo not drawn)
0	i	CC(C)c1nnc(NC(=O)CC(C)c2ccccc2)s1 (stereo not drawn)
0.69	i	Cc1ccc(S(=O)(=O)Nc2ccccc2CNc2cccc(C)n2)cc1
2.1	i	COc1ccccc1C(=O)NC(C(=O)NCCc1nc2ccccc2[nH]1)=C(C)C
-0.08	i	COc1ccc(-n2c(SCC(=O)Nc3ccccc3OC)nc(O)cc2=O)cc1
0.41	i	O=C1NCC(=O)N2C(c3ccccc3)c3[nH]c4ccccc4c3C[C@@H]12 (stereo partly drawn)
0.47	i	CCOc1ccc(CNC(=O)c2cc3oc4ccccc4c3n2C)cc1
-1.2	i	O=[N+]([O-])c1ccc(N(CC(O)CN2CCCCC2)S(=O)(=O)c2ccccc2)cc1 (stereo not drawn)
2.6	i	Cc1ccc(Nc2nc3nonc3[nH]c2=O)cc1
-0.75	i	COc1cc(-c2nn3c(-c4cccc(C)c4)nnc3s2)cc(OC)c1OC
1.4	i	CC(OC(=O)Cn1cnc2c1c(=O)n(C)c(=O)n2C)C(=O)NC1CCCCC1C (stereo not drawn)
-0.48	i	O=C(Nc1ccc(NC(=O)c2ccc(Cl)c(S(=O)(=O)N3CCOCC3)c2)cc1)c1ccccc1
-0.02	i	CCCCOC(=O)c1ccc(NC(=O)COC(=O)CSc2nc(C)cc(C)n2)cc1
1.6	i	CC(=O)Nc1ccc(N2N=C(C)C(N=Nc3ccccc3)C2=O)cc1 (stereo not drawn)
2.4	i	O=C(OCn1nnc2ccccc2c1=O)c1ccc(N2CCOCC2)c([N+](=O)[O-])c1
-0.81	i	CCCCc1c(O)nc2sccn2c1=O
-0.95	i	CCOC(=O)/C=C/c1ccc2c(c1)S(=O)(=O)N(c1cccc(OC)c1)[C@H]2CC(=O)OCC
0.51	i	O=C(CNC(=O)c1ccccc1)N=Nc1c(O)[nH]c2ccc(Br)cc12
1.3	i	CCCCC(CC(O)COCC(C)C)C(=O)NNC(=S)Nc1ccccc1 (stereo not drawn)
-0.43	i	CCOC(=O)c1c(NC(=O)CC)sc(C(C)=O)c1C
-0.9	i	C=CCNC(=S)Nc1ccc2nsnc2c1
-2.1	i	COc1ccc(CNC(=O)C2CCN(C(=O)[C@@H](CC(C)C)NC(=O)OC(C)(C)C)CC2)cc1
-1.7	i	O=C(COC(=O)c1ccncc1)c1ccc(Cl)c(Cl)c1
-0.33	i	COCCN(C(=O)CSc1nnc(-c2ccccc2C)n1C)c1c(N)n(Cc2ccccc2)c(=O)[nH]c1=O
-0.51	i	CCCCN(C(=O)c1ccc(Cl)cc1)C1CC2CCC(C1)N2C (stereo not drawn)
-2.1	i	CCN(c1cccc(C)c1)c1nc2ccsc2c(=O)s1

# Next results follow.
Kir21 inh	KCNQ2 inh	compound
1.6	i	CCn1c2ccccc2c2cc(NC(=O)C(C)C)ccc21
0.21	i	CCOC(=O)c1ccc(N=Nc2c(C)[nH]n(-c3ccccc3)c2=O)cc1
-1.4	i	O=C(CSc1nnc(-c2cccs2)n1-c1ccccc1)N1CCCC1
1.2	i	CN1CCN(S(=O)(=O)c2ccc(NC(=S)NC(=O)C(C)(C)C)cc2)CC1
0.17	i	Clc1ccc(CN=C2Nc3ccccc3CS2)cc1
0	i	COc1cc2cc(CN(Cc3cccnc3)C(=O)Nc3ccccc3F)c(=O)[nH]c2cc1OC
0.33	i	Cc1cc(-n2nnc3ccccc32)nc2ccccc12
1.4	i	Cc1cc(-c2n[nH]c(=S)n2/N=C/C=C/c2ccccc2)n[nH]1
-0.41	i	Cn1nnc2c(NCc3ccco3)nccc21
0.14	i	COc1ccc(S(=O)(=O)N2CN3CCN(C3)C2)cc1
2.5	i	COc1ccc2c(c1)c(C(=O)CN1CCC3(CC1)OCCO3)c(C)n2C
